# ATXN2 expr inh: inhibitors of ATXN2 expression; HEK-293 ATXN2-luciferase reporter, luminescence, 24 h; hit rate 0.72% among 360,000; Potency, µM (doses to about 57 µM), for the others: at the highest dose activity change, negative = inhibition, hits mostly inhibitors; AID 1745845; note: potency is the fitted concentration of half-maximal effect; % is set by controls: 0 for no effect and ±100 for the full control effect; nearly all actives have a fitted effect of over 55% in size
#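 ATXN2-luciferase reporter cells (luciferase flanked by upstream and downstream ATXN2 gene portions) were treated 24 h at 37 °C with compounds at up to 57 uM. SteadyGlo luminescence gave expression; GF-AFC fluorescence gave viability.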
# IL-1B inflam inh: inflammasome signaling inhibition, IL-1 beta readout; THP-1 LPS/ATP IL-1B secretion, AlphaLISA, 16 h; active compounds read low; activity change, % at 57.5 µM; hit rate 4.7% among 360,000; AID 743279; in the data active = activity change below about -50%; inconclusive = mostly about -30% to -49%; note: % is set by controls: 0 for no effect and ±100 for the full control effect
#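 Secreted IL-1B measured by AlphaLISA bead assay after 16 h compound exposure of THP-1 cells; compounds (final up to 57.5 uM) added 1 h before LPS (250 ng/mL) and ATP (1.25 mM) stimulation; lower signal means less secretion.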
# TGFb SMAD3 inh: blocks TGF-b signaling | HepG2 CAGA-GFP TGF-b/SMAD3 reporter, GFP fluorescence, 18 h; TGF-beta stimulated, 500 pg/mL final | Potency, µM (top dose mostly 46.1 µM), for the others: top-dose activity, negative = inhibition, actives largely listed as inhibitors | hit rate 1.2% among 410,000; note: potency is the fitted concentration of half-maximal effect; % is set by controls: 0 for no effect and ±100 for the full control effect; nearly all actives have a fitted effect of over 65% in size
#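 Smad-responsive CAGA-GFP expression was quantified in HEPG2 cells exposed to compounds and 500 pg/mL final TGF-beta for 18 h at 37 degrees C; unstimulated wells defined full inhibition.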
# S2 tox: reduces viability in counter-screen for ATXN expression inhibitors; S2 cells (HEK-293 line with an ATXN2-luciferase reporter) viability, CellTiter-Fluor protease fluorescence, 24 h; Potency, µM (highest dose often 56.7 µM), most hits filed as cytotoxic; hit rate 0.49% among 400,000; AID 651635; note: potency is the fitted concentration of half-maximal effect; nearly all actives have a fitted effect of over 40% in size
# A549 viability: counter-screen for Nrf2 inhibitors: cytotoxicity in A549 cells | A549 ARE-Fluc cells, CellTiter-Fluor viability, 18-24 h | Potency, µM (highest dose often 46 µM), without a hit: at the top dose activity change, negative = cytotoxicity, actives largely listed as inhibitors | hit rate 0.16% among 390,000; note: potency is the fitted concentration of half-maximal effect; % is set by controls: 0 for no effect and ±100 for the full control effect
#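 A549 ARE-Fluc cells in 5% FBS OPTI-MEM, 5000 cells/well, rested 2 h then exposed to compounds in concentration-response for 18-24 h at 37 °C. Viability by CellTiter-Fluor fluorescence (Ex 405/Em 525) after 30 min; luciferase luminescence (BugLite, 15 min, RT) read afterwards.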
# Nrf2 block: inhibitors of Nrf2 signaling. A549 ARE-Fluc reporter, luciferase luminescence, 18-24 h. Potency, µM (series often up to 46 µM), for the others: top-dose activity change, negative = inhibition, usual class: inhibitors. hit rate 2.1% among 360,000. AID 504444; note: potency is the fitted concentration of half-maximal effect; % is set by controls: 0 for no effect and ±100 for the full control effect; nearly all actives have a fitted effect of over 60% in size
#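 Reporter: ARE-Fluc in A549. Exposure: 18-24 h, 37 °C, 5% CO2, 5% FBS OPTI-MEM. Readouts: fluorescent cytotoxicity (CellTiter-Fluor), then luminescent Nrf2 signal after BugLite.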
# HepG2 tox: kills HepG2 cells in TGF-b inhibitor counter-screen; HepG2 CAGA-GFP viability, ATP luminescence, 18 h; Potency, µM (titrated, usually from 46.1 µM), for inactives: at the top dose activity change, negative = cytotoxicity, hits mostly cytotoxic; hit rate 0.76% among 410,000; note: potency is the fitted concentration of half-maximal effect; some results filed as inactive show a strong effect at the top dose
#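 CellTiter-Glo luminescence gave cytotoxicity after 18 hours at 37 degrees C. The cells were HepG2 CAGA-GFP in 1% FBS DMEM, stimulated with 500 pg/mL TGF-beta after compound addition. %Activity was normalised to no-cell wells (complete cell-killing) and DMSO (no toxicity), and curves were fitted and classified.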
# MCF10A rerep: induces DNA re-replication in MCF 10a normal breast cells; MCF 10A DNA re-replication, Hoechst nuclear intensity, 48 h; Potency, µM (doses to about 46.1 µM), for the others: top-dose activity, positive = re-replication, usual class: activators; hit rate 2.9% among 350,000; AID 624296; note: potency is the fitted concentration of half-maximal effect; % of control where 0% means no effect; nearly all actives have a fitted effect of over 50% in size
# Nrf2 ARE act: activators of Nrf2 (ARE) signaling | AID 624171 | AREc32 ARE-luciferase reporter (MCF7-derived line), luminescence, 24 h | Potency, µM (highest dose often 46.1 µM), for the others: at the top dose activation, actives largely listed as activators | hit rate 0.31% among 410,000; note: potency is the fitted concentration of half-maximal effect; % of control where 0% means no effect; nearly all actives have a fitted effect of over 65% in size
#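 ARE activation measured as luciferase luminescence (Steady-Glo, 30 min RT) in AREc32_Fluc cells after 24 hr compound exposure at 37 deg C, 5% CO2; cells seeded overnight at 1000/well in OPTI-MEM, 5% FBS.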
# Active calls of the source: *; i = inactive; u = inconclusive; x = no result given; [ ] = another dose, or the depositor's remark. Unless noted, calls come from the whole dose curve; as a rule, active = well fitted curve in the direction sought with a large enough effect; inconclusive = small, poorly fitted or top-dose-only effect, or another doubt; inactive = no such curve, though single readings can be large; an effect the other way counts as inactive or inconclusive.
# Start of the listing, in advance:
SMILES,ATXN2 expr inh,IL-1B inflam inh,TGFb SMAD3 inh,S2 tox,A549 viability,Nrf2 block,HepG2 tox,MCF10A rerep,Nrf2 ARE act
Cn1c2c(c(=O)n(C)c1=O)C(NS(=O)(=O)c1ccccc1)(C(F)(F)F)C(=O)N2 (stereo unspecified),-8%,37,16%,i,2%,2%,-10%,2%,2.0%
CCOC(=O)c1cnn(-c2ccccc2)c1N,2%,u,-9%,i,7%,9%,8%,u,2.0%
Cc1nc(SCC(=O)NC(C)c2ccccc2)c2oc3ccccc3c2n1 (stereo unspecified),-16%,0,8%,i,6%,u,-3%,u,-0.4%

# This part in full (from the top)
SMILES,ATXN2 expr inh,IL-1B inflam inh,TGFb SMAD3 inh,S2 tox,A549 viability,Nrf2 block,HepG2 tox,MCF10A rerep,Nrf2 ARE act
Cn1c2c(c(=O)n(C)c1=O)C(NS(=O)(=O)c1ccccc1)(C(F)(F)F)C(=O)N2 (stereo unspecified),-8%,37,16%,i,2%,2%,-10%,2%,2.0%
CCOC(=O)c1cnn(-c2ccccc2)c1N,2%,u,-9%,i,7%,9%,8%,u,2.0%
Cc1nc(SCC(=O)NC(C)c2ccccc2)c2oc3ccccc3c2n1 (stereo unspecified),-16%,0,8%,i,6%,u,-3%,u,-0.4%
CCCCCC(=O)N1CC2(CC(c3cccc(NC(=O)c4ccccc4)c3)=NO2)C[C@@H]1C(N)=O (stereo partly specified),-16%,-6,8%,i,5%,-13%,0%,4%,0.9%
Cc1nc(-c2ccc(C(=O)Nc3ccccc3F)cc2)cs1,-3%[11.3 µM],-14,3%,i,-12%,u,-61%,-2%,-2.5%
COC(=O)c1c(NC(=O)C2CCCO2)sc2c1CCC2 (stereo unspecified),17%,-16,0%,u,-6%,7%,7%,-5%,4.2%
CC(C)c1nnc(NC(=O)CSc2nnc(-c3ccco3)o2)s1,-15%,35,u,i,-13%,u,8%,-3%,17%
Cc1ccc(S(=O)(=O)NCCC(=O)Nc2cc(F)ccc2C)cc1C,-5%,-9,0%,i,3%,-10%,2%,29%,-0.5%
CC1CC(=O)N(c2ccc(Br)cc2)C(=O)C1,8%,-14,16%,i,0%,u,-4%,-2%,0.0%
CCCNc1c(NS(=O)(=O)c2ccc(Br)cc2)c(=O)oc2ccccc12,-2%,-19,-3%,i,0%,3%,-2%,12%,0.0%
CN(C)CCNC(=O)c1[nH]nc2c1CCc1ccccc1-2,48%[activator],-18,-2%,i,-8%,-15%,-21%,-5%,3.8%
COc1cc2c(cc1OC)C(C)N(C(=O)c1cc3c(s1)-c1ccccc1OC3)CC2 (stereo unspecified),25µM*,-16,11µM*,u,-3%,u,-29%,u,-0.3%
O=C(Nc1ccc(S(=O)(=O)N2CCc3ccccc3C2)cc1)c1ccccc1,-7%,-2,u,i,-14%,u,-23%,0%,-0.2%
CSc1nc2nc(C)c(CCC(=O)OCC(=O)Nc3ccc(F)cc3)c(C)n2n1,-8%,3,20%,i,-3%,1%,-2%,0%,0.3%
Cc1cc(C)cc(N2CC(C(=O)NC3CCCCC3)CC2=O)c1 (stereo unspecified),-16%,-20,8%,i,0%,-4%,-17%,2%,0.1%
CC(=O)Nc1nnc(SCC(=O)NCC2CCCO2)s1 (stereo unspecified),2%,21,-23%,i,11%,6%,-40%,-11%,-0.5%
COc1ccc(CNC(=O)CSc2n[nH]c(C)c2[N+](=O)[O-])cc1,10%,-1,-9%,i,-7%,11%,5%,-69%[inhibitor],-0.9%
O=C(COc1ccccc1[N+](=O)[O-])Nc1ccc2c(c1)CCC2,x,13,-15%,i,2%,u,-16%,10%,28%
COc1ccc(S(=O)(=O)N2CCOCC2)cc1NC(=O)CSc1nnc(C2CC2)n1C1CC1,5%,0,21%,i,0%,10%,21%,0%,-1.0%
O=c1oc2ccccc2cc1-c1cn2cc(Cc3cc(Cl)ccc3Cl)sc2n1,-12%,x,11%,i,2%,u,-4%,x,3.0%
COc1ccccc1C(=O)NCCC(=O)NCC(C)(C)N1CCOCC1,5%,i,9%,i,2%,1%,0%,-9%,-0.2%
COc1cc(/C=C/C(=O)O)cc(S(=O)(=O)Nc2cc(C(F)(F)F)ccc2N2CCOCC2)c1OC,-13%,8,-2%,i,1%,4%,4%,3%,0.4%
COc1ccc(C(CC(=O)Nc2ccc(F)cc2)c2ccccc2)cc1 (stereo unspecified),14%,-20,u,i,3%,-4%,-6%,u,0.5%
CC(C)(CSc1ccccn1)NS(=O)(=O)c1ccc(Cl)cc1,-6%,-9,-6%,i,u,-3%,6%,-2%,0.4%
CC(C)C(=O)Nc1ccc(-c2nc3ccccc3c(=O)o2)cc1,-5%,21,-9%,i,0%,-28%,29%,-3%,-0.2%
Cc1c(-c2nnc(SCC(=O)Nc3ccc(Cl)cc3)o2)nnn1-c1ccc(F)cc1,10%,x,-7%,i,9%,x,-4%,x,-1.1%
O=C(NN=C1CCCC1)c1sc2ccccc2c1Cl,-18%,-3,-1%,i,2%,-30%,-13%,12%,3.1%
Cc1ccc(CN2C(=O)c3ccccc3C2c2nnnn2-c2ccc3c(c2)OCCO3)cc1 (stereo unspecified),-19%,9,x,u,x,x,x,x,-1.3%
Cc1csc(NC(=O)CSC2=NCCS2)n1,56%[activator],-24,0%,i,0%,7%,-7%,8%,26%
COc1cccc2cc(C(=O)NCc3ccccn3)c(=O)oc12,30%[activator],-20,24%,i,-4%,6%,8%,2%,2.4%
CCCn1c(CC)nc([N+](=O)[O-])c1Sc1ccc(F)cc1,-11%,-19,2%,i,x,-5%,-21%,u,u
Cc1cc(C)cc(NC(=O)C(=O)NCc2ccccn2)c1,5%,-3,4%,i,-5%,-6%,0%,-4%,-0.6%[9.22 µM]
Cc1ccc(NCc2nnc(SCC(=O)N(Cc3ccccc3)C(C)(C)C)o2)c(C)c1,-34%,-4,u,u,-3%,x,-14%,13%,0.3%
NC(=O)C1CCN(Cc2nc(-c3cccs3)no2)CC1,-10%,11,13%,i,1%,1%,-7%,-1%,-0.4%
COC(=O)[C@@]1(C)[C@H]2C(=O)N(Cc3ccccc3)C(=O)[C@H]2[C@H]2CN=C(SCC3CC3)N21,9%,2,9%,i,-6%,14%,2%,8%,-0.6%
COc1ccc(CN2C(=O)C(C)N(C(=O)c3c(F)cccc3F)c3ccccc32)cc1 (stereo unspecified),x,8,-16%,i,-5%,-26%,-18%,0%,0.4%
Cc1cccc(NS(=O)(=O)c2cc(C(=O)N3CCc4ccccc4C3)ccc2Cl)c1C,u,u,u,u,u,u,-25%,u,2.8%
Cc1nnc(SCc2ccccc2CSc2nnc(C)s2)s1,x,5,3%,i,3%,-24%,-9%,-1%,0.3%
COc1ccccc1C1/C(=C(/O)c2ccc(C)cc2)C(=O)C(=O)N1Cc1ccco1 (stereo unspecified),x,0,1%,i,4%,10%,1%,-3%,0.1%
CCO[C@@H]1OC(C(=O)NCc2nc3ccccc3[nH]2)=C[C@H](c2coc3ccccc3c2=O)[C@H]1CCCO,10%,-5,u,i,-1%,7%,-6%,-16%,13%
CN1CCN(C(=O)CN(Cc2ccccc2)S(C)(=O)=O)CC1,1%,-15,0%,i,3%,-9%,-26%,u,-0.2%
CN1C(=O)c2cccc(NC(=O)C3CCCCC3)c2C1=O,3%,0,2%,i,-6%,-11%,-1%,2%,-0.8%
CCCC(c1nnnn1CS(=O)(=O)c1ccc(C)cc1)N1CCC(C(N)=O)CC1 (stereo unspecified),7%,-24,16%,i,7%,6%,-24%,15%,-0.2%
COc1ccc2c(c1)c1ncn(CCN3CCCC3)c(=O)c1n2C,-7%,-6,-2%,i,4%,1%,-12%,18%,2.5%
COc1ccccc1NC(=O)C(C/C=C(\C)Cl)C(C)=O (stereo unspecified),-4%,28,-9%,i,-9%,3%,-4%,20%,0.1%
NC(=O)CCS(=O)(=O)CCN1CCN(S(=O)(=O)c2ccc3c(c2)CCC3)CC1,3%,9,2%,i,2%,7%,-30%,1%,1.9%
CCN(CC)CCN1C(=O)C(O)=C(C(=O)c2cc3cccc(OC)c3o2)C1c1cccs1 (stereo unspecified),11%,-4,21%,i,-7%,10%,-15%,-2%,8.5%
CCOc1ccc(N(C)c2ccc(/C=C3/SC(=S)NC3=O)cc2)cc1,0%,21,-23%,i,u,u,-26%,4.1µM*,0.1%
O=C(CN(Cc1cccs1)C(=O)CSc1nnc(COc2ccccc2)o1)NC1CCCC1,0%,-3,-3%,i,0%,-21%,6%,10µM*,-0.8%
COc1ccccc1CNC(=O)/C=C/C(=O)O,-20%,1,2%,i,5%,-1%,3%,-4%,-0.1%
CCCCCCCC(=O)N1c2ccccc2NC(=O)C1CC(=O)Nc1ccc(C(=O)O)cc1 (stereo unspecified),1%,-3,6%,i,9%,3%,-13%,1%,-0.3%
CN(CC(=O)Nc1ccc(F)cc1)C(=O)COC(=O)Cc1c(F)cccc1Cl,-7%,-17,0%,i,1%,-4%,-27%,u,0.0%
O=C(C[C@H]1C[C@H](C(=O)N2CCOCC2)[C@@]2(CCC3CCCC3)c3[nH]c4cc(-c5ccco5)ccc4c3CCN2C1=O)NCC12CC3CC(CC(C3)C1)C2,-19%,u,u,i,-14%,u,-5%,-3%,1.0%
CCN(C[C@H]1N[C@@](CC)(C(=O)OC)[C@H]2C(=O)N(Cc3ccccc3)C(=O)[C@@H]12)C(=O)Nc1ccc(C(F)(F)F)cc1,9%,-108*,-10%,i,-15%,-31%,-3%,1%,-0.5%
COCCCNC(=O)CNC(=O)c1nn(-c2ccc(OC)cc2OC)c(=O)c2ccccc12,x,20,-10%,i,1%,-24%,-25%,0%,0.3%

# Screening results deposited in PubChem by National Center for Advancing Translational Sciences (NCATS).
